Source: PubChem BioAssay
MPTP inh: permeability transition pore inhibition; isolated mouse mitochondria, Ca2+ swelling absorbance, 30 min; inhibition, % at 10 µM; 360,000 tested, 1.4% active; AID 602449;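 active = inhibition of 50% or more, scaled per plate between neutral and stimulator controls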;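 also: 0% = DMSO wells given calcium and 100% = 1 mM EGTA wells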
APJ antagonist: blocks the human apelin receptor APJ. CHO-K1 APJ beta-arrestin complementation, luminescence. inhibition, % at 20 µM. 330,000 tested, 0.32% active. AID 2521;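 active = inhibition above about 40% at 20 µM, limit read from the data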;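 also: cells challenged with 10 nM apelin-13 agonist together with compound; plate controls were apelin-13 plus DMSO wells for no effect and DMSO wells lacking apelin-13 for full effect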
Target sequence (P35414 whole entry, looked up): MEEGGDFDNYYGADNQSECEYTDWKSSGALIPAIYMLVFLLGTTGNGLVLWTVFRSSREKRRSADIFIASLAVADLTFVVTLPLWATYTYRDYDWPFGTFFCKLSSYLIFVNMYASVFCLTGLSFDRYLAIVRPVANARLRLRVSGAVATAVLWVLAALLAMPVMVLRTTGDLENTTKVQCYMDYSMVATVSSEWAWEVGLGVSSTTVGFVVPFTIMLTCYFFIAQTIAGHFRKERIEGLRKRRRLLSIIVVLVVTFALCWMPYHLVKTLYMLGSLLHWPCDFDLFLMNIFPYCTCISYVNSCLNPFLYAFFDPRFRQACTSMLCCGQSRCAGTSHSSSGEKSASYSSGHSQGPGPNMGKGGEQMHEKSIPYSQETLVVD
NR3A LBD binder: NR3A (human) ligand-binding domain modulation; NR3A LBD differential scanning fluorimetry, Tm shift; 0% = protein alone, 100% = glycine-bound protein; Tm shift relative to glycine control, % at 25 µM; 340,000 tested, 2.5% active;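 active = melting temperature shift of at least 10% of the positive control shift, at one fixed dose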
MIN6 prolif: MIN6 beta-cell proliferation induction; MIN6 cells proliferation, ATPlite luminescence, 48 h; cells starved in 0.2% serum; 100% = growth in 10% serum; proliferation, % at 10 µM; 330,000 tested, 0.29% active; AID 2380;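 active = compounds whose signal lies at least 3.5 SD above the mean of all wells on their plate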;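 also: 0% = DMSO-treated cells in low-serum medium and 100% = 10% serum control; some compounds called inactive have numbers as strong as hits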
TIM10 inh: TIM10 yeast growth inhibition | S. cerevisiae TIM10 strain growth, BacTiter-Glo luminescence, 24 h | inhibition, % at 10 µM | 330,000 tested, 1.4% active;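 active = inhibition of 40% or more at the single tested concentration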;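 also: wild-type TIM10 isogenic control strain grown at permissive 25 °C; 0% = DMSO yeast wells and 100% = minimal medium wells without yeast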
tim23-1 inh: inhibits growth of tim23-1 mutant yeast; S. cerevisiae tim23-1 growth, BacTiter-Glo luminescence, 24 h; inhibition, % at 20 µM; 330,000 tested, 1.3% active;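 active = growth inhibition of the mutant yeast at or above 50%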;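 also: temperature-sensitive mutant grown at 25 °C; plate controls were DMSO-treated mutant yeast for no effect and medium wells lacking yeast for full effect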
tim10-1 inh: growth inhibitors of tim10-1 mutant yeast; S. cerevisiae tim10-1 ts strain growth, BacTiter-Glo, 24 h; inhibition, % at 20 µM; 330,000 tested, 2.2% active;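 active = inhibition of at least 40%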;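 also: mutant grown at 25 °C; 0% = DMSO wells with yeast and 100% = wells holding no yeast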
NALP3 yeast inh: inhibitors of NALP3 inflammasome in yeast. Yeast reconstituted NLRP3/ASC/caspase-1, beta-gal luminescence, 24 h. inhibition, % at 10 µM. 330,000 tested, 0.39% active;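 active = inhibition of 50% or more; inactive = inhibition below 50%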;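 also: plate controls were induced DMSO wells for no effect and uninduced yeast grown without galactose for full effect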
APJ agonist: agonists of human APJ apelin receptor; P35414; CHO-K1 APJ PathHunter beta-arrestin, luminescence; 0% DMSO wells, 100% apelin; activation, % at 20 µM; 330,000 tested, 0.11% active; AID 2520;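 active = activation more than six SD over the plate average, tested at 20 µM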;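 also: 0% = DMSO alone and 100% = apelin-13 at 10 nM; some results filed as inactive read as strong as hits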
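system = engineered CHO-K1 APJ arrestin reporter cells | input = 1000 cells per well | timing = overnight seeding, 90 min compound at 25 °C, 1 h detection | measured by = enzyme-fragment complementation luminescence | read-out = beta-arrestin recruitment to APJ as agonist activity, luminescent signal | control set = negative DMSO alone, positive Apelin-13 at 10 nM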
* marks the source's active call; other numbers are inactive results.

Screening COc1ccc(N2CCN(C(=O)C3(S(=O)(=O)c4ccc(C)cc4)CC3)CC2)cc1 returned MPTP inh 0.5, APJ antagonist 21.5, NR3A LBD binder -3.8, MIN6 prolif 6.4, TIM10 inh 1.3, tim23-1 inh 12.7, tim10-1 inh 18.5, NALP3 yeast inh 14.9 and APJ agonist 0.8.
For CCn1c(=O)n(CC)c2cc(N3CCCC3)c(NC(=O)c3ccc(F)cc3)cc21 the results were MPTP inh -0.1, APJ antagonist 17.2, NR3A LBD binder 1.2, MIN6 prolif -0.8, TIM10 inh 10.6, tim23-1 inh 19.5, tim10-1 inh 23.1, NALP3 yeast inh 9.4 and APJ agonist -10.0.
Screening COc1ccc(CN2CCC(n3nccc3NC(=O)CCCc3ccccc3)CC2)cc1C returned MPTP inh 1.7, APJ antagonist 0.8, NR3A LBD binder -2.1, MIN6 prolif -7.4, TIM10 inh 4.9, tim23-1 inh 8.5, tim10-1 inh 7.9, NALP3 yeast inh 14.0 and APJ agonist -4.4.
COc1ccc2oc(C(=O)OCc3c(C)noc3C)c(C)c2c1 was read as MPTP inh 6.7, APJ antagonist -4.0, NR3A LBD binder -1.1, MIN6 prolif -1.3, TIM10 inh -18.5, tim23-1 inh -5.2, tim10-1 inh 20.1, NALP3 yeast inh 23.7 and APJ agonist -0.8.
For O=C(Nc1ccc(N2CCCCC2)cc1)c1ccc2ccccc2n1 the results were MPTP inh 1.7, APJ antagonist 4.2, NR3A LBD binder -0.6, MIN6 prolif -3.9, TIM10 inh 5.7, tim23-1 inh 10.7, tim10-1 inh 3.6, NALP3 yeast inh 23.8 and APJ agonist -3.6.
Screening COC(=O)c1ccc(COC(=O)c2c(C)nn(Cc3ccccc3Cl)c2Cl)o1 returned MPTP inh -1.2, APJ antagonist 9.9, NR3A LBD binder 2.1, MIN6 prolif -1.1, TIM10 inh 18.8, tim23-1 inh 22.8, tim10-1 inh 17.9, NALP3 yeast inh 18.9 and APJ agonist 0.5.
Screening CCCCCCC(=O)Nc1cc2c(C)cc(=O)oc2cc1C returned MPTP inh -2.6, APJ antagonist -20.9, NR3A LBD binder 0.8, MIN6 prolif -1.2, TIM10 inh -4.7, tim23-1 inh 2.9, tim10-1 inh 12.7, NALP3 yeast inh 0.4 and APJ agonist -3.6.
Screening CCOC(=O)C1=C(C)N(C)C(=S)NC1c1cc(OC)ccc1OC (stereo unspecified) returned MPTP inh 0.6, APJ antagonist -16.6, NR3A LBD binder -0.7, MIN6 prolif -0.2, TIM10 inh 0.2, tim23-1 inh 7.7, tim10-1 inh 2.0, NALP3 yeast inh 6.3 and APJ agonist 0.4.
For COC(=O)Cc1ccc(NC(=O)c2cccs2)cc1 the results were MPTP inh 3.7, APJ antagonist 5.2, NR3A LBD binder -8.8, MIN6 prolif -0.3, TIM10 inh 39.6, tim23-1 inh 44.4, tim10-1 inh 36.0, NALP3 yeast inh 27.7 and APJ agonist 0.1.
Screening O=C(O)CC1COc2ccccc2N1S(=O)(=O)c1ccc(Br)cc1 (stereo unspecified) returned MPTP inh -1.1, APJ antagonist 10.8, NR3A LBD binder -0.1, MIN6 prolif -4.8, TIM10 inh 1.1, tim23-1 inh 1.9, tim10-1 inh -11.5, NALP3 yeast inh 9.6 and APJ agonist -4.2.
`CSC(=CC(=O)c1ccccc1)SC` gave MPTP inh -0.9, APJ antagonist 2.0, NR3A LBD binder -0.5, MIN6 prolif -1.7, TIM10 inh 12.0, tim23-1 inh 39.1, tim10-1 inh -0.3, NALP3 yeast inh -0.4 and APJ agonist -1.8.
c1ccc(SCc2nc(-c3ccccn3)no2)cc1 was read as MPTP inh -1.2, APJ antagonist -6.7, NR3A LBD binder -0.1, MIN6 prolif -2.0, TIM10 inh 4.2, tim23-1 inh 2.9, tim10-1 inh 14.6, NALP3 yeast inh 31.9 and APJ agonist -0.4.
Screening CN1CCN(c2ccc(Cl)cc2NC(=O)c2ccc(=O)n(C)n2)CC1 returned MPTP inh -1.6, APJ antagonist -10.6, NR3A LBD binder -2.1, MIN6 prolif 1.1, TIM10 inh -0.6, tim23-1 inh 6.2, tim10-1 inh 6.4, NALP3 yeast inh 11.4 and APJ agonist -4.2.
Screening COc1ccc(C(=O)C(CN2CCOCC2)c2ccccc2)cc1 (stereo unspecified) returned MPTP inh -1.7, APJ antagonist -5.6, NR3A LBD binder -1.5, MIN6 prolif -3.7, TIM10 inh 48.4*, tim23-1 inh 22.6, tim10-1 inh 55.1*, NALP3 yeast inh 36.0 and APJ agonist -2.9.
For Cc1cc(Sc2nc(N)ncc2[N+](=O)[O-])ncn1 the results were MPTP inh 1.5, APJ antagonist 15.6, NR3A LBD binder -2.5, MIN6 prolif -6.1, TIM10 inh 48.7*, tim23-1 inh 41.4, tim10-1 inh 51.4*, NALP3 yeast inh 25.9 and APJ agonist -4.7.
Cc1ccc(-c2sc(C)nc2CC(=O)O)cc1 was read as MPTP inh 0.3, APJ antagonist 7.3, NR3A LBD binder 0.1, MIN6 prolif -1.7, TIM10 inh 1.6, tim23-1 inh 16.3, tim10-1 inh 14.3, NALP3 yeast inh 14.4 and APJ agonist -1.8.
COc1ccc(C(=O)Nc2cccc(S(C)(=O)=O)c2)cc1OC was read as MPTP inh 0.9, APJ antagonist 10.3, NR3A LBD binder -2.5, MIN6 prolif -4.5, TIM10 inh 3.3, tim23-1 inh 3.8, tim10-1 inh 2.9, NALP3 yeast inh 5.7 and APJ agonist -1.0.
Cc1ccc(-c2c(C)n([O-])c3c([n+]2=O)CCCC3)cc1 was read as MPTP inh 2.4, APJ antagonist 7.2, NR3A LBD binder 0.8, MIN6 prolif -2.7, TIM10 inh -4.0, tim23-1 inh -9.4, tim10-1 inh -3.0, NALP3 yeast inh 23.1 and APJ agonist -2.3.
Screening O=C(N/N=C/C1CC2CCC1C2)c1c[nH]c2ccccc12 (stereo unspecified) returned MPTP inh -2.0, APJ antagonist -2.0, NR3A LBD binder -16.1, MIN6 prolif 0.6, TIM10 inh 4.4, tim23-1 inh 20.7, tim10-1 inh -6.1, NALP3 yeast inh 24.1 and APJ agonist 0.9.
Screening Cc1ccc(CNC(=O)C2CCCN(S(=O)(=O)c3cnc[nH]3)C2)cc1 (stereo unspecified) returned MPTP inh -3.2, APJ antagonist -1.8, NR3A LBD binder 2.2, MIN6 prolif 6.1, TIM10 inh 4.5, tim23-1 inh 5.3, tim10-1 inh -3.3, NALP3 yeast inh -0.3 and APJ agonist -1.1.

The final three records of the section before are carried over, then new ones follow.
Cc1ccc(-c2c(C)n([O-])c3c([n+]2=O)CCCC3)cc1 was read as MPTP inh 2.4, APJ antagonist 7.2, NR3A LBD binder 0.8, MIN6 prolif -2.7, TIM10 inh -4.0, tim23-1 inh -9.4, tim10-1 inh -3.0, NALP3 yeast inh 23.1 and APJ agonist -2.3.
Screening O=C(N/N=C/C1CC2CCC1C2)c1c[nH]c2ccccc12 (stereo unspecified) returned MPTP inh -2.0, APJ antagonist -2.0, NR3A LBD binder -16.1, MIN6 prolif 0.6, TIM10 inh 4.4, tim23-1 inh 20.7, tim10-1 inh -6.1, NALP3 yeast inh 24.1 and APJ agonist 0.9.
Screening Cc1ccc(CNC(=O)C2CCCN(S(=O)(=O)c3cnc[nH]3)C2)cc1 (stereo unspecified) returned MPTP inh -3.2, APJ antagonist -1.8, NR3A LBD binder 2.2, MIN6 prolif 6.1, TIM10 inh 4.5, tim23-1 inh 5.3, tim10-1 inh -3.3, NALP3 yeast inh -0.3 and APJ agonist -1.1.
Screening COc1cnc(-c2ccccc2)nc1OC returned MPTP inh -0.1, APJ antagonist -3.4, NR3A LBD binder -4.3, MIN6 prolif 2.8, TIM10 inh -5.4, tim23-1 inh 2.4, tim10-1 inh 10.3, NALP3 yeast inh 16.9 and APJ agonist -3.5.
Screening CCOc1ccccc1NC(=O)NC(=O)N(C)S(C)(=O)=O returned MPTP inh 1.7, APJ antagonist -1.0, NR3A LBD binder 1.9, MIN6 prolif -0.7, TIM10 inh 3.2, tim23-1 inh 12.4, tim10-1 inh 17.1, NALP3 yeast inh 9.0 and APJ agonist -2.7.
`Cc1ccc(C)c(Oc2cc(NN3CCCCC3)c([N+](=O)[O-])cc2[N+](=O)[O-])c1` gave MPTP inh -1.3, APJ antagonist 1.4, NR3A LBD binder -3.6, MIN6 prolif -7.4, TIM10 inh -12.3, tim23-1 inh -16.3, tim10-1 inh 0.3, NALP3 yeast inh -8.2 and APJ agonist -2.5.
CC(=O)N1CCC(C(=O)c2ccc(Cl)cc2)CC1 was read as MPTP inh 0.3, APJ antagonist -3.8, NR3A LBD binder 0.6, MIN6 prolif -3.7, TIM10 inh 0.9, tim23-1 inh 7.3, tim10-1 inh 9.9, NALP3 yeast inh 5.4 and APJ agonist -7.8.
COc1ccc(NC(=S)N2CCCC2)cc1 was read as MPTP inh 2.4, APJ antagonist -12.0, NR3A LBD binder 1.8, MIN6 prolif -0.7, TIM10 inh 4.3, tim23-1 inh 14.2, tim10-1 inh 5.7, NALP3 yeast inh 14.5 and APJ agonist 2.2.
Screening CC1=C(C(=O)OC(C)(C)C)C(c2ccco2)C(C#N)=C(N)O1 (stereo unspecified) returned MPTP inh -0.8, APJ antagonist -10.6, NR3A LBD binder -1.3, MIN6 prolif -2.2, TIM10 inh 3.3, tim23-1 inh 3.7, tim10-1 inh -4.7, NALP3 yeast inh 1.1 and APJ agonist -0.4.
For O=C(NCc1nc2ccccc2[nH]1)C1=C[C@H](c2ccc(Br)cc2)C[C@H](OCc2ccc(CO)cc2)O1 the results were MPTP inh 2.3, APJ antagonist -36.9, NR3A LBD binder -4.2, MIN6 prolif -8.5, TIM10 inh 0.8, tim23-1 inh 4.2, tim10-1 inh -8.2, NALP3 yeast inh 14.5 and APJ agonist -0.1.
For O=C(/C=C/c1ccccc1)Oc1ccc(C(=S)N2CCOCC2)cc1 the results were MPTP inh -0.7, APJ antagonist 3.4, NR3A LBD binder 2.1, MIN6 prolif -4.3, TIM10 inh 14.0, tim23-1 inh -8.0, tim10-1 inh 0.5, NALP3 yeast inh -1.3 and APJ agonist -1.2.
